Compound activity (PubChem)
BioA inh = M. tuberculosis BioA enzyme inhibitors, primary screen, biochemical, plate reader, single point, HTS | 7,8-diaminopelargonic acid synthase BioA (Mycobacterium tuberculosis) | purified M. tuberculosis BioA enzyme | inhibition, % at 9.99 µM | 0.096% of 360,000 active | AID 602481, 2012; in the data active = inhibition above about 40%; inconclusive = no clear call, values can overlap the other calls
Mtb FBA inh = Mtb FBA enzyme inhibitors, primary screen, biochemical, fluorescence, strain H37Rv | Fructose-bisphosphate aldolase (Mycobacterium tuberculosis (strain ATCC 25618 / H37Rv)), … | purified M. tuberculosis FBA, fluorescence read-out | inhibition, % at 1 µM | 2.3% of 360,000 active | AID 588726, 2011; in the data active = inhibition above about 27%;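 also: 0% = vehicle and 100% = reference inhibitor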
Target sequence (P9WQA3 whole entry, looked up): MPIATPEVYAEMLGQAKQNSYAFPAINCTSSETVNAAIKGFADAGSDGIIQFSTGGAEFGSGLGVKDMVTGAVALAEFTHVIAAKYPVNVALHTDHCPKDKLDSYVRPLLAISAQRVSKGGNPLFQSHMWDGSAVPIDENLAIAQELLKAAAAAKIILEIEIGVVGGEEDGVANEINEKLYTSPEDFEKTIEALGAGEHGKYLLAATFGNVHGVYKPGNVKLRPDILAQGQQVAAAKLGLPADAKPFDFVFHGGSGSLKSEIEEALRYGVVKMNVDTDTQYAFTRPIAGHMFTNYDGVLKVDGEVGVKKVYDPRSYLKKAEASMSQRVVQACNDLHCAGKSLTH
MazEF act = activators of E. coli MazEF toxin-antitoxin RNase, primary screen, biochemical, fluorescence, uHTS | FAM/BHQ RNA-DNA oligo cleavage fluorescence, 5 h | activation, % at 20 µM | 0.32% of 350,000 active; in the data active = activation above about 50%
Target sequence (P0AE70 whole entry, looked up): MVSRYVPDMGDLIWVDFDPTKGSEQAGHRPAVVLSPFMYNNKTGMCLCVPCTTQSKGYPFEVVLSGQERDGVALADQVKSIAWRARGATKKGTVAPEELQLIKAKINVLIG
GDH-TPI inh = GDH-TPI coupling enzyme inhibitors, primary screen, artefact control for M. tuberculosis FBA inhibitor project, biochemical, absorbance, full deck | GDH-TPI coupled enzyme counterscreen, NADH absorbance | inhibition, % at 4.8 µM | 1.2% of 360,000 active; in the data active = inhibition above about 30%;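 also: 0% = DMSO wells and 100% = wells lacking the enzyme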
Rv3671c protease = Rv3671c serine protease inhibitors, primary screen, biochemical, fluorescence polarization, M. tuberculosis H37Rv. P9WHR9. inhibition, % at 5.96 µM. 0.048% of 320,000 active; in the data active = inhibition above about 38%;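 also: extracellular domain of Rv3671c used as enzyme; 0% = enzyme with DMSO and 100% = no enzyme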
Target sequence (P9WHR9 whole entry, looked up, the tested form may be a part): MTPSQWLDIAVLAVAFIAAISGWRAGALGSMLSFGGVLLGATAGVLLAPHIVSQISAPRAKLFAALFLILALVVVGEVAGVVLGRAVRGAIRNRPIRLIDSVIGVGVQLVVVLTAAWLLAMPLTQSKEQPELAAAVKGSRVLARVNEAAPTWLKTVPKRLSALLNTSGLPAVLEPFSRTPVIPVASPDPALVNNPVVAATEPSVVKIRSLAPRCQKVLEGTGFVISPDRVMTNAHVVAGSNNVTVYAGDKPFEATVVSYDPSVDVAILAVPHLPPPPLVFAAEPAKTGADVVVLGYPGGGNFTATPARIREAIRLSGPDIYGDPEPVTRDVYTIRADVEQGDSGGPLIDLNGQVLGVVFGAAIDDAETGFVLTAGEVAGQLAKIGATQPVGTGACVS
BoNT F protease = BoNT/F light chain protease inhibitors, primary screen, biochemical, flow cytometry, MLPCN library; Multiplex microsphere protease cleavage assay; inhibition, % at 10 µM; 0.22% of 360,000 active; AID 588497, 2011; in the data active = inhibition above about 35%, passing the limit was not always enough; inconclusive = no clear call, values can overlap the other calls; also: plate controls were buffer without enzyme for full effect and enzyme alone for no effect
Mtb UGM inh = M. tuberculosis UGM enzyme inhibitors, primary screen, biochemical, fluorescence polarization, single point | 0.06% of 320,000 active | AID 504406, 2011 | inhibition, % at 10 µM | purified UGM, fluorescence polarization probe displacement | UDP-galactopyranose mutase (Mycobacterium tuberculosis (strain ATCC 25618 / H37Rv)), …; in the data active = inhibition above about 10%, passing the limit was not always enough; inconclusive = no clear call, values can overlap the other calls
PrPC surface inh = inhibitors of human cell surface prion protein PrPC, primary screen, cell-based, TR-FRET; 0.43% of 370,000 active; Major prion protein (Homo sapiens), P04156; inhibition, % at 13.8 µM; AID 720596, 2013; TR-FRET read-out; in the data active = inhibition above about 24%; also: 0% = median of the test wells and 100% = reference compound wells
FadD28 FP inh = inhibitors of FadD28 bisubstrate probe binding, primary screen, biochemical, fluorescence polarization, single point; Mycobacterium tuberculosis FadD28 fatty-acid-AMP ligase; inhibition, % at 12.5 µM; 0.22% of 360,000 active; AID 588549, 2011; in the data active = inhibition above about 8.5%, passing the limit was not always enough; inconclusive = no clear call, values can overlap the other calls
* hit, by the source's call.

`CCN(C(=O)c1ccc(S(=O)(=O)N(C)C)cc1)C(C)C(=O)Nc1ccc(C)cc1` (stereo not given) gave BioA inh -1.5, Mtb FBA inh 0.1, MazEF act 2.1, GDH-TPI inh -1.3, Rv3671c protease -11.6, BoNT F protease 21.1, Mtb UGM inh -0.3 and PrPC surface inh 0.8.
`CCOP(=O)(OCC)C(NC(=O)c1ccc(OC)c(OC)c1)c1ccccc1` (stereo not given) gave Mtb FBA inh -0.7, MazEF act -7.4, GDH-TPI inh -3.9, Rv3671c protease 5.5, BoNT F protease -3.3, Mtb UGM inh 0.4, PrPC surface inh 2.9 and FadD28 FP inh 0.3.
CCOc1ccc(NC(=O)C(=S)NC2CCCCC2)cc1 was read as Mtb FBA inh 0.2, MazEF act -1.9, GDH-TPI inh 1.9, Rv3671c protease 7.8, BoNT F protease -5.8, Mtb UGM inh 0.6, PrPC surface inh -3.9 and FadD28 FP inh -0.4.
For COCC(C)NC(=O)c1cc(S(=O)(=O)N2CCCCC2)ccc1N1CCOCC1 (stereo not given) the results were BioA inh -2.4, Mtb FBA inh 2.9, MazEF act 13.3, GDH-TPI inh 4.8, Rv3671c protease -5.2, BoNT F protease 1.0, Mtb UGM inh -1.2, PrPC surface inh -0.8 and FadD28 FP inh -0.2.
Screening CC1CCc2sc(C(=O)N/N=C/c3ccc(O)cc3)cc2C1 (stereo not given) returned BioA inh -2.3, Mtb FBA inh -2.0, MazEF act -8.2, GDH-TPI inh 28.5, Rv3671c protease -1.3, BoNT F protease 1.8, Mtb UGM inh 3.5, PrPC surface inh 15.7 and FadD28 FP inh -6.4.
`CCOC(=O)c1cc(C(O)(C(=O)OC)C(F)(F)F)c(/N=C/N(C)C)o1` (stereo not given) gave BioA inh 0.4, Mtb FBA inh -2.0, MazEF act 3.4, GDH-TPI inh 30.4, Rv3671c protease 3.1, BoNT F protease -16.4, Mtb UGM inh 0.3, PrPC surface inh -8.1 and FadD28 FP inh -0.8.
For COc1ccc(OC)c(C(=O)CCCCC(=O)c2cc(OC)ccc2OC)c1 the results were BioA inh 0.1, Mtb FBA inh -1.2, MazEF act -2.1, GDH-TPI inh 15.0, BoNT F protease -12.8, PrPC surface inh 2.3 and FadD28 FP inh -0.2.
For COCCCN1C(=O)C(CC(=O)NC2CC2)CC(C(=O)N2CCOCC2)=C1C (stereo not given) the results were BioA inh -1.2, Mtb FBA inh 1.4, BoNT F protease -4.1, PrPC surface inh 6.1 and FadD28 FP inh 0.3.
`C=CCN(Cc1nc(-c2ccccc2)no1)C(=O)c1ccc2c(c1)OCO2` gave Mtb FBA inh -1.1, MazEF act 10.2, GDH-TPI inh -9.7, Rv3671c protease -4.3, BoNT F protease 8.2, Mtb UGM inh 5.0, PrPC surface inh 4.0 and FadD28 FP inh -6.2.
For COc1cccc(COC(=O)C2CC(=O)N(Cc3ccc(C)cc3)C2)c1OC (stereo not given) the results were Mtb FBA inh -6.0, MazEF act -3.4, GDH-TPI inh 4.2, Rv3671c protease 7.1, BoNT F protease -122.1, Mtb UGM inh -0.8, PrPC surface inh -2.3 and FadD28 FP inh -4.1.
For Fc1cccc(-c2nn[nH]n2)c1 the results were BioA inh -1.8, Mtb FBA inh 1.3, MazEF act 0.7, GDH-TPI inh -2.6, Rv3671c protease 0.8, BoNT F protease -11.9, Mtb UGM inh -1.8, PrPC surface inh -4.8 and FadD28 FP inh -1.1.
`Cc1ccc(F)c(C2C3C=CCC(c4cccc(-c5ccc(N(C)C)cc5)c4)C3C(=O)N2Cc2ccccc2)c1` (stereo not given) gave BioA inh -3.4, Mtb FBA inh 6.8, MazEF act -5.4, GDH-TPI inh 23.3, Rv3671c protease -1.1, BoNT F protease -8.3, Mtb UGM inh -0.8, PrPC surface inh -1.6 and FadD28 FP inh 0.7.
`Cn1c(=O)c(=O)n(C)c2cc(S(=O)(=O)N3CCC(Cc4ccccc4)CC3)ccc21` gave BioA inh -3.7, Mtb FBA inh 1.9, MazEF act -4.7, GDH-TPI inh -1.6, Rv3671c protease -1.3, BoNT F protease -10.5, Mtb UGM inh 2.7, PrPC surface inh 0.6 and FadD28 FP inh -1.7.
For COc1cccc(CNC(=O)CCC2CCCN(C(=O)C3CCOCC3)C2)c1 (stereo not given) the results were BioA inh -2.0, Mtb FBA inh -0.9, MazEF act 11.9, GDH-TPI inh 3.7, Rv3671c protease 6.3, BoNT F protease -10.4, Mtb UGM inh -0.9, PrPC surface inh -3.2 and FadD28 FP inh -3.4.
For Cc1ccc(OCc2ccc(C(=O)Nc3nc4ccccc4n3C)o2)c([N+](=O)[O-])c1 the results were BioA inh 0.1, Mtb FBA inh 1.9, MazEF act 1.3, GDH-TPI inh 15.9, Rv3671c protease 2.0, BoNT F protease -6.9, Mtb UGM inh -1.7, PrPC surface inh 7.2 and FadD28 FP inh -2.2.
`O=C(CCN1C(=O)C2C3C=CC(C3)C2C1=O)N1CCN(c2ccccc2Cl)CC1` (stereo not given) gave BioA inh 0.0, Mtb FBA inh 0.1, MazEF act 2.1, GDH-TPI inh 5.1, Rv3671c protease -5.3, BoNT F protease -4.4, Mtb UGM inh 4.2, PrPC surface inh -2.6 and FadD28 FP inh -1.8.
Screening O=C(NC(=O)c1c(F)cccc1F)Nc1cc(Cl)c(F)c(Cl)c1F returned BioA inh -0.4, Mtb FBA inh 3.7, MazEF act -15.7, GDH-TPI inh 4.0, Rv3671c protease -9.6, BoNT F protease 27.9, Mtb UGM inh -2.0, PrPC surface inh -4.2 and FadD28 FP inh 0.2.
`COc1ccccc1Nc1nc(N)nc(CN2CCN(Cc3ccccc3)CC2)n1` gave BioA inh -10.8, Mtb FBA inh 0.6, MazEF act -16.0, GDH-TPI inh 6.2, Rv3671c protease -15.2, BoNT F protease 1.9, Mtb UGM inh 1.3, PrPC surface inh -5.5 and FadD28 FP inh -2.6.
`CCOc1ccc(NC(=O)CSc2nnc(Cc3cccn3C)n2-c2ccc(OC)cc2)cc1` gave Mtb FBA inh -2.9, MazEF act -0.4, GDH-TPI inh -0.9, Rv3671c protease -2.1, BoNT F protease 3.5, Mtb UGM inh -1.5 and FadD28 FP inh -1.1.
Screening COCC(=O)NC1CCN(S(=O)(=O)c2cccc(C(C)=O)c2)CC1 returned Mtb FBA inh 2.8, MazEF act -7.3, GDH-TPI inh 1.9, Rv3671c protease 5.1, BoNT F protease -4.1, Mtb UGM inh -0.4, PrPC surface inh -6.0 and FadD28 FP inh 0.9.

Next part; it opens with the 3 that closed the last part.
`COc1ccccc1Nc1nc(N)nc(CN2CCN(Cc3ccccc3)CC2)n1` gave BioA inh -10.8, Mtb FBA inh 0.6, MazEF act -16.0, GDH-TPI inh 6.2, Rv3671c protease -15.2, BoNT F protease 1.9, Mtb UGM inh 1.3, PrPC surface inh -5.5 and FadD28 FP inh -2.6.
`CCOc1ccc(NC(=O)CSc2nnc(Cc3cccn3C)n2-c2ccc(OC)cc2)cc1` gave Mtb FBA inh -2.9, MazEF act -0.4, GDH-TPI inh -0.9, Rv3671c protease -2.1, BoNT F protease 3.5, Mtb UGM inh -1.5 and FadD28 FP inh -1.1.
Screening COCC(=O)NC1CCN(S(=O)(=O)c2cccc(C(C)=O)c2)CC1 returned Mtb FBA inh 2.8, MazEF act -7.3, GDH-TPI inh 1.9, Rv3671c protease 5.1, BoNT F protease -4.1, Mtb UGM inh -0.4, PrPC surface inh -6.0 and FadD28 FP inh 0.9.
Screening CCN(CC)S(=O)(=O)c1ccc2c(c1)c(=O)c(C(=O)N1CCc3ccccc3C1)cn2C returned BioA inh 2.5, Mtb FBA inh -0.7, MazEF act 4.0, GDH-TPI inh 20.2, Rv3671c protease 2.3, BoNT F protease 11.3, Mtb UGM inh 1.4, PrPC surface inh -4.3 and FadD28 FP inh -2.5.
CCN(CC)S(=O)(=O)c1ccc2nc(NC(=O)c3cccs3)sc2c1 was read as BioA inh -3.0, Mtb FBA inh 19.4, MazEF act -1.2, GDH-TPI inh 35.5*, Rv3671c protease -48.9, BoNT F protease -9.2, Mtb UGM inh -0.8, PrPC surface inh -1.2 and FadD28 FP inh -4.5.
For Cc1cc(C)c(-c2cc(NC(=O)CSc3nncn3C)n(-c3ccccc3)n2)cc1C the results were BioA inh -0.7, Mtb FBA inh -0.8, MazEF act -3.3, GDH-TPI inh -5.0, Rv3671c protease 1.3, BoNT F protease -3.2, Mtb UGM inh -1.9, PrPC surface inh 14.0 and FadD28 FP inh -3.9.
Screening CCC(=O)N1CCc2cc(Br)cc(S(=O)(=O)NCC3CCCO3)c21 (stereo not given) returned BioA inh 0.3, Mtb FBA inh 7.0, MazEF act 1.9, GDH-TPI inh -4.3, Rv3671c protease -3.4, BoNT F protease -13.5, Mtb UGM inh 1.3, PrPC surface inh 1.1 and FadD28 FP inh -1.9.
CCOCCc1nnc(NC(=O)CS(=O)(=O)c2ccc(C)cc2)s1 was read as BioA inh -0.3, Mtb FBA inh 0.2, MazEF act 0.6, GDH-TPI inh -13.4, Rv3671c protease 5.3, BoNT F protease -3.3, Mtb UGM inh 2.5 and PrPC surface inh -1.6.
`CC(C)c1ccc(OCC(=O)Nc2ccc(OC(F)(F)F)cc2)cc1` gave BioA inh -1.5, Mtb FBA inh 0.3, MazEF act -7.0, GDH-TPI inh 1.8, Rv3671c protease 2.8, BoNT F protease -5.6, Mtb UGM inh 0.4, PrPC surface inh -0.3 and FadD28 FP inh 0.6.
Screening CCCCCCCCCOC(=O)C1N2C(=O)[C@@H](NC(=O)COc3ccccc3)[C@H]2SC1(C)C (stereo not given in full) returned BioA inh -0.4, Mtb FBA inh -2.5, MazEF act -2.0, GDH-TPI inh 4.3, Rv3671c protease -0.6, BoNT F protease -2.0, Mtb UGM inh 0.4, PrPC surface inh 1.2 and FadD28 FP inh -3.2.
Screening CCOC(=O)C1CCCN(c2c(NCCc3cccc(C)c3)c(=O)c2=O)C1 (stereo not given) returned Mtb FBA inh -4.0, MazEF act 6.0, GDH-TPI inh 6.1, Rv3671c protease 6.7, BoNT F protease -5.7, Mtb UGM inh -1.7, PrPC surface inh 10.5 and FadD28 FP inh -3.4.
COc1cc(CNCc2ccc3c(c2)OCO3)c([N+](=O)[O-])cc1OC was read as BioA inh -1.2, Mtb FBA inh 0.9, MazEF act 5.3, GDH-TPI inh 6.6, Rv3671c protease -2.2, BoNT F protease inconclusive, Mtb UGM inh 5.8, PrPC surface inh -9.4 and FadD28 FP inh -1.9.
`CCN1CCN(Cc2ccc(OC)c(OCc3ccccc3)c2)CC1` gave Mtb FBA inh -1.3, MazEF act 0.1, GDH-TPI inh 9.2, Rv3671c protease -0.8, BoNT F protease -3.0, Mtb UGM inh -1.5, PrPC surface inh -2.3 and FadD28 FP inh -1.8.
`CCOC(=O)CNS(=O)(=O)c1cc(-c2nn(C)c(=O)c3ccccc23)ccc1C` gave BioA inh 0.6, Mtb FBA inh 6.8, MazEF act 12.7, GDH-TPI inh -2.3, Rv3671c protease 6.7, BoNT F protease 2.4, Mtb UGM inh 6.5, PrPC surface inh 4.5 and FadD28 FP inh -1.5.
For O=C(NC1CCCCC1)c1cc(-c2ccc(Cl)cc2)on1 the results were BioA inh -2.3, Mtb FBA inh 0.7, MazEF act 12.2, GDH-TPI inh 4.5, Rv3671c protease 5.3, BoNT F protease 9.7, Mtb UGM inh 1.2, PrPC surface inh -14.4 and FadD28 FP inh -0.7.
`COc1ccc2c(c1)-c1nc(/N=C/c3ccc(O)cc3)sc1CC2` gave Mtb FBA inh 2.2, MazEF act -17.2, GDH-TPI inh 1.1, Rv3671c protease -1.7, BoNT F protease 0.5, Mtb UGM inh 1.2, PrPC surface inh -13.4 and FadD28 FP inh -3.3.
